JMJD2A Tudor – inhibitors of human JMJD2A Tudor domain. O75164. AlphaScreen JMJD2A-Tudor / H3K4me3 peptide binding. Potency, µM (doses to about 114 µM), for inactives: at the top dose activity change, negative = inhibition, actives largely listed as inhibitors. 390,000 compounds, 4.4% hits; note: potency is the fitted concentration of half-maximal effect; % is set by controls: 0 for no effect and ±100 for the full control effect; nearly all actives have a fitted effect of over 50% in size
HP1b chromo inh – inhibitors of HP1-beta chromodomain binding to methylated histone tails; AlphaScreen HP1-beta / biotin-H3K9me3 peptide binding; Potency, µM (titrated, usually from 114 µM), inactives show top-dose activity change, negative = inhibition, usual class: inhibitors; 390,000 compounds, 0.56% hits; AID 540317; note: potency is the fitted concentration of half-maximal effect; nearly all actives have a fitted effect of over 70% in size; inactives centre near 23
Target sequence (P83916 whole entry, looked up): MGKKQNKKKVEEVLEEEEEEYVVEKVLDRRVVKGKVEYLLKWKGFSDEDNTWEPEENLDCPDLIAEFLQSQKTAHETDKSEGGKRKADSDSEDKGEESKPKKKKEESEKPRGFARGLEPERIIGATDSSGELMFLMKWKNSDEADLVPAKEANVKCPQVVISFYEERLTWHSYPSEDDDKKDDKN
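AlphaScreen: HP1-beta (50 nM) preformed 30 min with biotin-H3(1-18)K9me3 peptide (50 nM) in PBS pH 7.4, 0.01% Tween-20. Compound added for 30 min at RT, then streptavidin donor/nickel chelate acceptor beads (10 ug/mL) for 30 min.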
ERG-DNA inh – inhibitors of human ERG Ets domain-DNA interaction. 370,000 compounds, 0.028% hits. fluorescence polarization, His-ERG Ets domain / labelled DNA. Potency, µM (titrated, usually from 76.9 µM), for inactives: at the highest dose FP activity, negative = inhibition, hits mostly inhibitors. P11308; active = well fitted inhibition curve with a large enough effect in the polarisation, with a control signal flat; inconclusive = small, poorly fitted or top-dose-only effect, or effect the other way, or a change in a side signal; inactive = no such curve, though single readings can be large or run the other way; the % refers to the polarisation;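 note: polarization taken with two DNA probes labelled with fluorescein and Texas red; potency is the fitted concentration of half-maximal effect; % of control where 0% means no effect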
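His-tagged ERG Ets domain (1 uM in the protein solution; 300mM KCl, 50mM Tris-HCl, 1mM EDTA, 1mM DTT, pH 7.5) received compound, then a probe mix of 5 nM fluorescein-DNA and 100nM Texas-615-DNA. Fluorescence polarization was read for both dyes.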
BAZ2B inh – inhibitors of human BAZ2B bromodomain. Q9UIF8. AlphaScreen BAZ2B-H3K14Ac peptide displacement. Potency, µM (highest dose often 114 µM), inactives show at the highest dose activity change, negative = inhibition, usual class: inhibitors. 360,000 compounds, 4.4% hits; note: potency is the fitted concentration of half-maximal effect; % is set by controls: 0 for no effect and ±100 for the full control effect; nearly all actives have a fitted effect of over 60% in size
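Complex of BAZ2B and biotin-H3K14Ac (50 nM apiece) forms over 30 min at RT, then faces library compounds up to 110 uM for another 30 min; AlphaScreen beads added, 20 min dark incubation, luminescence read.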
ALOX12 inh – ALOX12 (human) lipoxygenase inhibition. Potency, µM (top dose mostly 108 µM), for inactives: at the highest dose activity change, negative = inhibition, hits mostly inhibitors. purified 12hLO, xylenol orange hydroperoxide absorbance. 580,000 compounds, 1.1% hits; note: potency is the fitted concentration of half-maximal effect; % is set by controls: 0 for no effect and ±100 for the full control effect
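Purified human 12hLO at 150 nM in 25 mM Hepes, 0.01% Triton X-100, pH 7.0, preincubated 15 min at room temperature with compound. Reaction started with 40 uM arachidonic acid, 30 min at room temperature. Hydroperoxide measured by Fe-xylenol orange, 573/405 nm absorbance ratio.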
PI4K2A block – inhibitors of human PI4K2A; purified PI4K2A, ADP-Glo luminescence, 1 h; active compounds read low; AID 1346378; 420,000 compounds, 0.13% hits; Q9BTU6; activity change, negative = inhibition, % at 76.9 µM; in the data active = activity change below about -50%; inconclusive = mostly about -30% to -49%;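 note: -100% = wells without enzyme as full effect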
Target sequence (Q9BTU6 whole entry, looked up): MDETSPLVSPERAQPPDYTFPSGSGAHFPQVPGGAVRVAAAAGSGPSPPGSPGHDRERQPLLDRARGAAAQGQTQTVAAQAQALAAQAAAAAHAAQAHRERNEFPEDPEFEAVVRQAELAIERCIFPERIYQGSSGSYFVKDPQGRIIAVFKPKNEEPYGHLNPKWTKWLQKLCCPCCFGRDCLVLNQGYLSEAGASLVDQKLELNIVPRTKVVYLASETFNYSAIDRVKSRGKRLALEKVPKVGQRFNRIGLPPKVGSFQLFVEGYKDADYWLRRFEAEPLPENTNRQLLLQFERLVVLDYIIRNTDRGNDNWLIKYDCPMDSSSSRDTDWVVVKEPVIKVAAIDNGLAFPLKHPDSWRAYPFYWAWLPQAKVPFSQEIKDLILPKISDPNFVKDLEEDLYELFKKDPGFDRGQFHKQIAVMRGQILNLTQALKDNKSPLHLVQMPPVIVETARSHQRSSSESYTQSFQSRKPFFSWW
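Compounds are screened against recombinant PI4K2A using PI as substrate and ATP, the latter dispensed at 300 microM. Reactions run one hour at ambient temperature before ADP-Glo detection; full inhibition defined by wells lacking enzyme.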
G9a block – G9a (human) methyltransferase inhibition | Potency, µM (titrated, usually from 102 µM), inactives show top-dose activity, negative = inhibition, most hits filed as inhibitors | G9a H3K9 monomethylation, AlphaScreen, 2 h | 350,000 compounds, 8.8% hits; note: potency is the fitted concentration of half-maximal effect; % is set by controls: 0 for no effect and ±100 for the full control effect; nearly all actives have a fitted effect of over 75% in size
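Quantitative HTS format: methyltransferase activity on a biotin-tagged H3K9 peptide is measured by AlphaScreen, using a rabbit anti-monomethyl-H3K9 antibody with streptavidin donor and anti-IgG acceptor beads. Final levels are 20 nM enzyme, 500 nM peptide, 20 uM SAM; 2 h RT.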
RGS4 inh – inhibitors of human regulator of G protein signaling 4; P49798; Transcreener GDP fluorescence polarization, RGS4-accelerated GTP hydrolysis; Potency, µM (titrated, usually from 114 µM), inactives show top-dose activity change, negative = inhibition, hits mostly inhibitors; 390,000 compounds, 0.039% hits; note: potency is the fitted concentration of half-maximal effect; % is set by controls: 0 for no effect and ±100 for the full control effect; nearly all actives have a fitted effect of over 75% in size; some results filed as inactive show a strong effect at the top dose
Target sequence (P49798 whole entry, looked up): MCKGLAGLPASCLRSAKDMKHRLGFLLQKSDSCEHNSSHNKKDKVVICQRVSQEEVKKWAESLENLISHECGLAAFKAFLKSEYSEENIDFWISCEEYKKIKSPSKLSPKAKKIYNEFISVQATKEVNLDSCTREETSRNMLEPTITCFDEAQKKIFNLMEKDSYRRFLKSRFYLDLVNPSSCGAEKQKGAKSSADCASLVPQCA
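MLSMR compounds (23 nl, pin-transferred) preincubated 10 min at room temperature with a 500nM (2x) first reagent, then RGS4 at 900nM (2x) plus Transcreener GDP mix added; fluorescence polarization (620/688 nm) read before and after 90 min at 30 °C.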
GLS inh – glutaminase GLS (human) inhibition | O94925 | GLS enzymatic activity, qHTS titration | Potency, µM (series often up to 45.5 µM), inactives show top-dose activity change, negative = inhibition, most hits filed as inhibitors | 410,000 compounds, 0.21% hits | AID 624170; note: potency is the fitted concentration of half-maximal effect; % is set by controls: 0 for no effect and ±100 for the full control effect
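Assay buffer: 45 mM KH2PO4 pH 8.2, 0.02% Tween-20. hKGA acts on L-glutamine (1 mM solution added); product glutamate is reported by an oxidase/peroxidase Amplex Red coupling, with fluorescence taken at baseline and 30 min.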
The depositor's hits bear a star; ? = inconclusive; / = no result given; & = joins results of further samples; [ ] = remark or other dose. Unless noted, calls come from the whole dose curve; as a rule, active = well fitted curve in the direction sought with a large enough effect; inconclusive = small, poorly fitted or top-dose-only effect, or another doubt; inactive = no such curve, though single readings can be large; an effect the other way counts as inactive or inconclusive.

SMILES | JMJD2A Tudor | HP1b chromo inh | ERG-DNA inh | BAZ2B inh | ALOX12 inh | PI4K2A block | G9a block | RGS4 inh | GLS inh
COc1cc(CN2CCCC(C(=O)c3ccc4c5c(cccc35)CC4)C2)cc(OC)c1O (stereo unspecified) | ? | -20% | 7% | 40µM* | ? | -1 | 32µM* | ? | 19%
Cc1ccc(NC(=O)Cc2ccc(-n3cccc3)cc2)c(C)c1 | -36%[57.1 µM] | 9% | -14% | 50µM* | 8% | -4 | 1% | -49% | -9%
CCCCCCC(=O)NNC(=O)CC(=O)Nc1ccccc1C(=O)O | -14% | 32% | 1% | -32% | 43%[activator] | 2 | -12%[59 µM] | 4% | 12%
CCc1cccc(C)c1NC(=O)Cn1ccn(-c2cccc(OC)c2)c(=O)c1=O | 6% | 27% | 6% | 2% | -20% | -3 | -3%[59 µM] | 10% | 4%
O=C(O)/C=C/c1ccc(S(=O)(=O)N2CCN(CCN3C(=O)C4C5C=CC(C5)C4C3=O)CC2)cc1 (stereo unspecified) | -8% | 31% | -5% | -8% | -19% | -3 | / | 8% | 14%
COc1ccc(C(=NNc2ccccc2C(=O)O)c2ccc(OC)cc2)cc1 | ? | ? | -2% | ? | ? | 3 | ? | 4% | 34%
COc1ccc(C2C(C(=O)N3CCCCC3)CC(=O)N2c2ccc(OC)cc2)cc1 (stereo unspecified) | -13% | 38%[activator] | 1% | 2% | 0% | 2 | -2% | 14% | 0%
CSc1ccccc1NC(=O)CN(C)C(=O)Cn1c(=O)oc2ccccc21 | -8% | -5% | 3% | 11% | ? | -1 | 50µM* | -8% | -13%
COc1cc(C(=O)NC(c2ccccc2)c2ccccc2)cc(OC)c1OC | 0% | 36% | -19% | -5% | ? | 0 | 45% | -7% | 2%
COc1ccc(-c2nc(CSCC(=O)N3CCN(c4cccc(C)c4)C(C)C3)c(C)o2)cc1OC (stereo unspecified) | 56µM* | -24% | -4% | 45µM* | ? | -3 | 45µM* | -7% | -8%
CCCCNC(=O)COC(=O)c1cc(C)nc2ccccc12 | 2% | 18% | 6% | -5% | -18%&-12% | -8 | -8% | 7% | 8%
CCN1CCN(C(c2cccc(Cl)c2)c2c(O)cc(C)n(CCOC)c2=O)CC1 (stereo unspecified) | -9% | 26%[57 µM] | 2% | 7% | 2% | 1 | ? | 19% | 13%
COc1ccc(-c2ccc3oc(-c4ccsc4)cc(=O)c3c2)cc1F | -9% | 27% | -2% | / | -12% | -4 | / | 0% | 1%
CCc1nc2c(cnn2-c2ccc(Cl)cc2)c(=O)n1-c1ccc2c(c1)OCCO2 | -6%[11.4 µM] | -14% | 3% | 8% | 0%[57.4 µM] | -2 | 6%[12.7 µM] | -23%[11.4 µM] | -6%
CC(C)CCNC(=O)C(=O)NCc1ccccc1 | 9% | 41%[activator] | -2% | 1% | 0% | -1 | / | -2% | -3%
Cc1ccc2c(c1)c(=O)c(C(=O)c1ccncc1)cn2CC(=O)Nc1ccc(C(C)C)cc1 | -28% | 23%[57 µM] | -15% | 1% | ? | 1 | -16%[59 µM] | -24% | 1%
CCN1CCN(c2c(Cl)cccc2NC(=O)c2ccco2)CC1 | -14% | 6% | 2% | -5% | 3% | 7 | ? | 24% | 7%
NC(=O)NCCCC(=O)OCC(=O)c1ccc2ccccc2c1 | -11% | 30% | -4% | -23% | -2% | -6 | -26% | -18% | -4%
COc1cccc(C(=O)Nc2ncc3c(n2)CC(C)(C)CC3=O)c1 | -11% | 13% | 4% | 6% | ? | 2 | 20% | -28% | 1%
CCOc1ccc(CC(=O)Nc2c(C(N)=O)oc3ccccc23)cc1OCC | -5% | 37% | -9% | -2% | -16% | -2 | -4%[59 µM] | 12% | 6%
Cc1ccc(N2CC(=O)Nc3c(sc4nc(C)cc(C)c34)C2=O)cc1 | ? | 30% | -5% | 1% | 0% | 2 | / | -8% | -11%
CCOC(=O)/C(C#N)=C1/SC(C)C(=O)N1c1ccc(Br)cc1 (stereo unspecified) | -35% | 17% | 4% | -6% | ? | -5 | / | -50% | 9%
COc1cc2c(cc1OC)CN(C(=O)CCNC(=O)c1ccccc1Cl)CC2 | -6% | 19% | 2% | / | -2% | -1 | / | 24% | 0%
CC1=C(C(=O)Nc2ccc(C)cc2)C(c2ccccc2Cl)n2nnnc2N1 (stereo unspecified) | -27% | 39%[activator] | 6% | -5% | -9% | 1 | 4%[59 µM] | -3% | 12%
CC(C)c1ccc(C(=O)NNC(=O)c2ccncc2)cc1 | -15% | 16% | 2% | 9% | 6% | -6 | -8% | 3% | 24%
Next part.
SMILES | JMJD2A Tudor | HP1b chromo inh | ERG-DNA inh | BAZ2B inh | ALOX12 inh | PI4K2A block | G9a block | RGS4 inh | GLS inh
COc1ccc(NC(=O)C2CCN(S(C)(=O)=O)CC2)cc1OC | -12% | 18% | -1% | -2% | ? | 0 | 34% | 18% | 2%
CCN(CC)C(=O)COc1ccc2oc(-c3ccco3)cc(=O)c2c1 | ? | -25% | 1% | ? | -10% | -4 | ? | ? | -8%
COC(=O)C1=C(C)N(C(C)C)C(=O)C1(NC(=O)C1CCCCC1)C(F)(F)F (stereo unspecified) | -7% | 37% | 6% | 5% | 17% | -3 | 0%[59 µM] | -20% | -3%
COc1cccc(-c2cc(C(=O)N3CCOCC3)no2)c1 | -9% | 29% | 6% | 11% | -12% | -12 | 1% | 7% | -8%
COc1ccc(Cl)cc1NC(=O)N1CCN(Cc2cc(=O)n3nc(-c4ccccc4)sc3n2)CC1 | 4% | 26%[57 µM] | 8% | 5% | -10% | 7 | 8%[59 µM] | -11% | 3%
O=c1c2[nH]c3ccc(F)cc3c2ncn1C1CCCCC1 | 0% | 22% | -5% | -2% | 455%[activator] | 3 | 4% | -27% | -2%
Brc1ccccc1C1CC(c2ccccc2)=Nc2ccccc2N1 (stereo unspecified) | 40µM* | -24% | 0% | ? | ? | 5 | ? | -18% | -4%
COc1ccc(NC(=S)N(CCCN2CCCC2)Cc2ccco2)cc1 | -7% | 20% | 4% | -37% | -20% | -1 | ? | -24% | -49%
CC(=NCc1ccco1)C1=C(O)c2ccccc2C1=O | -20% | 11% | / | -10% | -6% | -22 | 8%[59 µM] | -9% | -4%
COc1ccc(Cn2c(=S)[nH]c3cc(OC)c(OC)cc3c2=O)cc1 | -4% | 52%[activator] | 8% | -18% | -1% | 11 | -16% | 20% | -8%
CCCCn1c(N)c(N(CCOC)C(=O)c2ccc3c(c2)C(=O)N(c2ccccc2Cl)C3=O)c(=O)[nH]c1=O | -9% | 33%[activator] | -5% | / | 0% | -2 | / | 16% | 9%
CC(NC(=O)CN(C)S(=O)(=O)c1cnc[nH]1)c1ccccc1 (stereo unspecified) | -16% | 35% | -18% | 12% | 4% | -1 | -43% | 8% | -5%
COc1ccc(NC(=O)OCCn2c([N+](=O)[O-])cnc2C)cc1 | 1% | 33% | 1% | 3% | -3% | 5 | 27% | -7% | 2%
O=C(NCCCN1CCN(c2ccccc2)CC1)c1ccc2nc(Cc3ccccc3)oc2c1 | ? | -1%[57 µM] | 4% | ? | ? | 2 | -41%[59 µM] | 8% | 22%
Cn1c(=O)c2cc(S(=O)(=O)N3CCOCC3)ccc2n(C)c1=O | -6% | 51%[activator] | 2% | 22% | 0% | 9 | -26%[12.7 µM] | -6% | -2%
NC(=O)CSc1nnc2ccc(-c3ccc(F)cc3)nn12 | -24%[11.4 µM] | 14% | -12% | -22% | -10% | -4 | -14% | 35%[11.4 µM] | -5%

For reference, part of the list above.
SMILES | JMJD2A Tudor | HP1b chromo inh | ERG-DNA inh | BAZ2B inh | ALOX12 inh | PI4K2A block | G9a block | RGS4 inh | GLS inh
COc1ccc(NC(=O)C2CCN(S(C)(=O)=O)CC2)cc1OC | -12% | 18% | -1% | -2% | ? | 0 | 34% | 18% | 2%
CCN(CC)C(=O)COc1ccc2oc(-c3ccco3)cc(=O)c2c1 | ? | -25% | 1% | ? | -10% | -4 | ? | ? | -8%
COC(=O)C1=C(C)N(C(C)C)C(=O)C1(NC(=O)C1CCCCC1)C(F)(F)F (stereo unspecified) | -7% | 37% | 6% | 5% | 17% | -3 | 0%[59 µM] | -20% | -3%
COc1cccc(-c2cc(C(=O)N3CCOCC3)no2)c1 | -9% | 29% | 6% | 11% | -12% | -12 | 1% | 7% | -8%
COc1ccc(Cl)cc1NC(=O)N1CCN(Cc2cc(=O)n3nc(-c4ccccc4)sc3n2)CC1 | 4% | 26%[57 µM] | 8% | 5% | -10% | 7 | 8%[59 µM] | -11% | 3%
O=c1c2[nH]c3ccc(F)cc3c2ncn1C1CCCCC1 | 0% | 22% | -5% | -2% | 455%[activator] | 3 | 4% | -27% | -2%

High-throughput results from PubChem.

An excerpt; rates above refer to the full screens.
